Compound activity as filed in PubChem.
eLon inh: inhibitors of E. coli Lon protease, primary screen, biochemical, fluorescence polarization. P0A9M0. purified E. coli Lon protease. inhibition, % at 7.94 µM. 360,000 compounds, 0.42% hits. AID 602123, 2011; in the data active means inhibition above about 13%, passing the limit was not always enough;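 further: 0% = enzyme with probe and DMSO and 100% = no enzyme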
Target sequence (P0A9M0 whole entry, looked up): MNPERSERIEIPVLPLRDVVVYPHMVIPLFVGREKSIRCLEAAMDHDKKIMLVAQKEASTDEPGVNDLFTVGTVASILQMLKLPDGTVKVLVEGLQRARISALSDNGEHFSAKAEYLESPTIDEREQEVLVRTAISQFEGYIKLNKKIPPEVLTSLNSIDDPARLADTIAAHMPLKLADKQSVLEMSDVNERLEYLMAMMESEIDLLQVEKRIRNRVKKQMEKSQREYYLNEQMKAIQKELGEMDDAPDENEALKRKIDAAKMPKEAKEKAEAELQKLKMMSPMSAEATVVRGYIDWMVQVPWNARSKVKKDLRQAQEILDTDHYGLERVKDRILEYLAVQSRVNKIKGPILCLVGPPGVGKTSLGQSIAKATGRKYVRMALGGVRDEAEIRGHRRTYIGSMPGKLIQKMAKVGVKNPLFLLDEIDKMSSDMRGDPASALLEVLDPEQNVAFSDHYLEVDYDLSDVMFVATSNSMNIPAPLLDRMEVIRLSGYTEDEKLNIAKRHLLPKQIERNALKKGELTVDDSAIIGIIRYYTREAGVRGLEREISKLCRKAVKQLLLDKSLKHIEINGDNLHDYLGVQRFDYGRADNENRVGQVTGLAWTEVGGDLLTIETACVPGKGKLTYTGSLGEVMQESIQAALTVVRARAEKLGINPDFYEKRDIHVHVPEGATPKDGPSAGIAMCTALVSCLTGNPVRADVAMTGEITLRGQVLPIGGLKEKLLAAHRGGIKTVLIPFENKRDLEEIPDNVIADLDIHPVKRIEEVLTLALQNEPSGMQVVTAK
SUMO1 PPI mod: modulators of SUMO1 protein-protein interactions, primary screen, biochemical, uHTS; SUMO1 binding to a labelled peptide, TR-FRET, 1 h; inhibition, % at 20 µM; 360,000 compounds, 0.33% hits; in the data active means inhibition above about 37%
Target sequence (P63165 whole entry, looked up): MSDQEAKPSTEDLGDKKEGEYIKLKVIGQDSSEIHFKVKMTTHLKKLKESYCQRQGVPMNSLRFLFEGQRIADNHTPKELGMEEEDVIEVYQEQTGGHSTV
DNMT1 block: human DNMT1 methyltransferase inhibitors, primary screen, biochemical, molecular beacon, fluorescence, HinP1I cleavage, uHTS; 360,000 compounds, 0.83% hits; inhibition (reported as % activation of signal), % at 10 µM; AID 588458, 2011; DNA (cytosine-5)-methyltransferase 1 (Homo sapiens), P26358; in the data active means inhibition above about 50%
bovine MsrA act: bovine MsrA enzyme activators, primary screen, biochemical, absorbance, HTS. Methionine sulfoxide reductase A (Bos taurus). 360,000 compounds, 0.3% hits. activation, % at 10.6 µM. purified bovine MsrA, absorbance read-out; in the data active means activation above about 7.5%;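 further: 0% = vehicle and 100% = reference activator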
Tb MetRS inh: T. brucei MetRS inhibitors, primary screen, biochemical, luminescence; methionyl-tRNA synthetase (Trypanosoma brucei brucei); purified T. brucei MetRS, ATP depletion, Kinase-Glo luminescence; inhibition, % at 11.9 µM; 360,000 compounds, 0.4% hits; AID 624268, 2012;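 active means inhibition above a per-plate cutoff of the control wells' mean inhibition plus 3 SD, cut at about 5.5% in these data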;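 further: 0% = DMSO wells median and 100% = median of wells with control inhibitor compound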
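Dosing: 11.9 µM single point; system: parasite MetRS enzyme; technique: luminescence of leftover ATP; times: 15 min enzyme-compound preincubation, 2 h reaction, 10 min detection, 25 °C; replicates: each compound tested once; read-out basis: percent inhibition relative to median high and low control wells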
LMPTP block: LMPTP phosphatase inhibitors, primary screen, biochemical, fluorescence intensity, uHTS; 360,000 compounds, 0.22% hits; inhibition, % at 20 µM; Low molecular weight phosphotyrosine protein phosphatase (Homo sapiens), P24666; recombinant LMPTP-A, OMFP fluorogenic substrate;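 active means compounds that cut the enzyme signal by at least half of the control window in the single-dose screen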;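 further: plate controls were DMSO wells with enzyme plus substrate for no effect and substrate without enzyme for full effect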
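Assay system: LMPTP-A enzyme. Input: 0.625 nM LMPTP-A final. Probe or stimulus: 400 µM OMFP. Compound dosing: single 20 µM dose. Schedule: 50 min dark incubation at room temperature. Detection: fluorescence intensity of OMFP turnover product. Read-out: percent inhibition versus substrate-only and uninhibited controls. Benchmarks: no-enzyme low control, uninhibited high control.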
NRP1-CendR mod: modulators of CendR peptide binding to NRP-1, primary screen, biochemical, fluorescence polarization, uHTS. FAM-RPARPAR peptide binding to NRP-1. Neuropilin-1 (Homo sapiens), O14786. 360,000 compounds, 0.85% hits. inhibition, % at 25 µM;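 active means inhibition or corrected inhibition above about 18%, plus a signal ratio from 0.5 to 1.5, limit read from the data, passing the limit was not always enough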; further: strong numbers were not always called active
MsrA inhibitor: bovine MsrA enzyme inhibitors, primary screen, biochemical, absorbance, HTS; Methionine sulfoxide reductase A (Bos taurus); purified bovine MsrA, absorbance read-out; inhibition, % at 15.5 µM; 360,000 compounds, 0.75% hits; in the data active means inhibition above about 4.5%;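 further: 0% = vehicle wells with enzyme and 100% = reference inhibitor wells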
STEP block: STEP phosphatase inhibitors, primary screen, biochemical, fluorescence intensity, uHTS | recombinant STEP, OMFP fluorogenic substrate | inhibition, % at 20 µM | 360,000 compounds, 0.25% hits;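 active means inhibition at 20 µM, scaled per plate between control wells, above about 37%, limit read from the data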;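 further: 0% = DMSO with enzyme and substrate and 100% = substrate only without enzyme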
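Test system: STEP tyrosine phosphatase / Reagent: OMFP at 25 µM / Doses: 20 µM, 1% DMSO / Read-out: percent inhibition scaled to no-enzyme and uninhibited-enzyme controls, plate-pattern corrected / Detection: FITC-channel fluorescence of OMFP product / Medium: Bis-Tris buffer pH 6.0, 2.5 mM DTT, 0.005% Tween 20 / Schedule: 20 min at room temperature, dark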
Scp1 inh: Scp-1 phosphatase inhibitors, primary screen, biochemical, colorimetric, uHTS | AID 493091, 2011 | Recombinant Scp1, phosphopeptide, malachite green phosphate absorbance | inhibition, % at 20 µM | Carboxy-terminal domain RNA polymerase II polypeptide A small phosphatase 1 (Homo … | 340,000 compounds, 0.88% hits;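 active means inhibition above about 50% at 20 µM, limit read from the data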;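 further: plate controls were DMSO wells with enzyme for no effect and wells lacking enzyme for full effect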
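System: SCP-1 catalytic domain; Reagent: Phospho 17-mer peptide substrate; Doses: one concentration, 20 µM, with 1.0% DMSO; Incubation: 45 min room-temperature reaction, 5 min colour, 30 min stabiliser; Signal: Phosphate-binding colour reagent, absorbance read at 630 nm.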
* hit, by the source's call; . = not tested or not shown.

nr	eLon inh	SUMO1 PPI mod	DNMT1 block	bovine MsrA act	Tb MetRS inh	LMPTP block	NRP1-CendR mod	MsrA inhibitor	STEP block	Scp1 inh	Molecule
1	-8	-1	4	-3	-0.4	-0.1	4	2.0	0	-11	CN(C)/C(=N\S(=O)(=O)c1ccc(Cl)cc1)c1ccc(F)cc1
2	-13	2	0	-4	-0.3	-1.4	8	2.2	0	.	O=C(COC(=O)c1ccc(S(=O)(=O)N2CCOCC2)cc1)NCc1ccco1
3	-4	4	4	4	-0.5	3.2	12	-0.3	-4	-8	C[C@@H](NC(=O)[C@@H]1Cc2ccccc2CN1)C(=O)NCc1ccco1
4	17*	-19	1	-4	-1.5	0.0	-26	0.3	4	-14	C=CCOn1c(=O)c(-c2cc3ccccc3o2)[n+]([O-])c2ccccc21
5	-1	-63	0	1	-0.7	9.5	5	0.5	4	-10	Nc1ccc(N=Nc2ccccc2)c2cccnc12
6	6	-11	-4	-2	-0.2	0.9	-15	1.2	2	1	Cc1ccc(C(=O)N/C(=C\c2ccccc2F)c2nc(=S)[nH][nH]2)cc1
7	-6	-4	1	-10	-0.8	-1.2	6	0.7	-2	-6	Cc1ccccc1C(=O)NNC1=NCCC1
8	1	-5	1	-4	-0.1	-0.6	7	0.4	1	-7	COc1ccccc1OCC(=O)N1CCN(C(=O)c2ccco2)CC1
9	-5	-15	0	-3	-0.7	-1.0	-6	-0.7	-1	.	COC(=O)c1ccc2cc(F)cc(C)c2n1
10	1	-5	3	-2	-1.0	1.0	-3	0.2	0	-5	CC(C)(C)c1nc2scc(-c3cccs3)c2c(=O)o1
11	2	-4	1	-5	-0.2	-2.9	-10	-0.7	0	.	O=C(CC1CCCC1)NNC(=O)c1ccccc1O
12	-8	-1	5	-2	-0.6	-2.2	6	0.9	2	.	C[C@H]1CN([C@@H](C)CO)S(=O)(=O)c2ccc(-c3ccc(C#N)cc3)cc2O[C@H]1CN(C)C(=O)CN(C)C
13	7	-2	0	-1	-0.6	5.9	-10	1.0	0	-5	Nc1c(NCCC2=CCCCC2)c(=O)[nH]c(=O)n1Cc1ccccc1
14	-11	-3	-3	-5	-0.3	0.5	-1	2.1	-1	-7	COc1ccc(C(=O)OCC(=O)c2ccc(S(=O)(=O)N3CCCCC3)cc2)c(OC)c1
15	-2	-21	-6	-5	-0.4	-2.0	1	3.3	-11	0	COc1cc(/C=N/N2C(=O)c3ccccc3NC2(C)c2cccc([N+](=O)[O-])c2)cc(Br)c1O (centres undefined)
16	9	-1	7	-1	1.7	-0.5	-2	0.0	-1	-2	Cc1cc(C)cc(C(=O)NC(=S)Nc2cccnc2)c1
17	-1	24	-2	-3	2.1	-1.1	-35	2.1	-1	8	O=C(O)c1cccc(NC(=O)c2cc(NC(=O)c3ccccc3)cc(NC(=O)c3ccccc3)c2)c1
18	-1	-3	-3	-1	-0.3	0.5	3	-1.7	-4	-6	CSc1ccc(S(=O)(=O)NCCSC(C)(C)C)cc1
19	-5	14	-7	-8	0.1	21	-2	-1.3	1	1	c1cncc(CNc2nc(-c3cccnc3)nc3ccccc23)c1
20	1	3	3	-6	-0.9	-1.2	-2	0.0	-2	-1	CC(C(=O)NCC1CCCCC1)N(C)Cc1cccc(Cl)c1 (centres undefined)
21	14	0	-1	-2	-0.2	-0.3	-2	-0.7	-4	-2	O=C(NC1(C(F)(F)F)NC(=O)N(CCc2ccccc2)C1=O)C1CC1 (centres undefined)
22	3	0	-4	-10	0.1	4.2	8	-0.8	-1	1	O=C(NC1=NN(c2ccccc2)CC1)Nc1ccccc1F
23	-12	-36	-5	-1	-0.2	8.8	-16	0.7	7	.	O=C(NC(c1ccc(F)cc1)c1ccc2ccccc2n1)C1CCN(Cc2ccc(Oc3ccccc3)cc2)CC1 (centres undefined)
24	1	0	0	-2	-1.1	2.9	13	1.1	-1	-2	O=C(CCC1COc2ccccc2O1)NCC1COc2ccccc2O1 (centres undefined)
25	-6	0	1	-3	-0.3	-0.2	11	-1.2	-2	-8	Cc1c(NC(=O)CSc2ccc(Cl)cc2)c(=O)n(-c2ccccc2)n1C

Compounds above that have an aryl thioether with sulfur outside any ring:
nr	eLon inh	SUMO1 PPI mod	DNMT1 block	bovine MsrA act	Tb MetRS inh	LMPTP block	NRP1-CendR mod	MsrA inhibitor	STEP block	Scp1 inh	Molecule
18	-1	-3	-3	-1	-0.3	0.5	3	-1.7	-4	-6	CSc1ccc(S(=O)(=O)NCCSC(C)(C)C)cc1
25	-6	0	1	-3	-0.3	-0.2	11	-1.2	-2	-8	Cc1c(NC(=O)CSc2ccc(Cl)cc2)c(=O)n(-c2ccccc2)n1C

Some of these compounds in order of the STEP block value, low to high:
nr	eLon inh	SUMO1 PPI mod	DNMT1 block	bovine MsrA act	Tb MetRS inh	LMPTP block	NRP1-CendR mod	MsrA inhibitor	STEP block	Scp1 inh	Molecule
15	-2	-21	-6	-5	-0.4	-2.0	1	3.3	-11	0	COc1cc(/C=N/N2C(=O)c3ccccc3NC2(C)c2cccc([N+](=O)[O-])c2)cc(Br)c1O (centres undefined)
24	1	0	0	-2	-1.1	2.9	13	1.1	-1	-2	O=C(CCC1COc2ccccc2O1)NCC1COc2ccccc2O1 (centres undefined)
8	1	-5	1	-4	-0.1	-0.6	7	0.4	1	-7	COc1ccccc1OCC(=O)N1CCN(C(=O)c2ccco2)CC1

(next part)
nr	eLon inh	SUMO1 PPI mod	DNMT1 block	bovine MsrA act	Tb MetRS inh	LMPTP block	NRP1-CendR mod	MsrA inhibitor	STEP block	Scp1 inh	Molecule
26	1	-2	-1	-3	-1.1	-1.1	7	1.5	0	1	Cc1ccc(C(NC(=O)N2CCOCC2)C(Cl)Cl)cc1F (centres undefined)
27	-3	8	-7	2	-0.4	-0.5	-7	-0.5	-4	-2	O=C(NC(=S)Nc1ccc2[nH]ncc2c1)c1ccccc1
28	1	4	-29	-2	0.2	-0.9	6	0.7	1	-1	Cc1c(Cl)cccc1N1C(=O)CC(NNC(=O)c2cccnc2)C1=O (centres undefined)
29	-4	3	-1	7	-0.7	0.1	-2	0.8	1	-8	CCOC(=O)N1CCN(C(=O)CSc2nnc(-c3ccc(C(C)(C)C)cc3)o2)CC1
30	2	1	3	-2	-0.1	1.5	-9	-0.1	0	-3	O=C(NCc1ccccc1Cl)C(=O)NCC1CCCN1S(=O)(=O)c1cccs1 (centres undefined)
31	2	-5	4	-7	-1.0	-0.9	-4	-0.7	-1	1	COc1ccc(N2CCN(c3ncnc4c3cnn4-c3ccc(C)cc3C)CC2)cc1
32	-6	-17	-8	-6	0.1	2.3	-2	1.3	-2	-13	O=C(NC(=S)Nc1cccc(NC(=O)c2ccccc2)c1)c1cccc([N+](=O)[O-])c1
33	6	2	-6	0	-1.8	5.9	15	-0.5	4	-2	COc1ccc(-c2noc(CCC(=O)N3CCN(c4cc(C)ccc4C)CC3)n2)cc1
34	-2	-3	-4	-2	-0.7	-1.0	-1	-0.6	-4	-7	ClC1(Cl)CC1CSc1ncn[nH]1 (centres undefined)
35	1	-1	4	-2	0.3	0.9	-4	-0.6	-1	-5	CCCCOC(=O)n1c(=O)oc2ccc(S(=O)(=O)N3CCCCC3)cc21
36	-12	-3	28	-5	0.1	-2.0	-9	1.9	2	-4	COc1ccc(/C=C/C(=O)OCC(=O)c2c[nH]c3ccccc23)cc1
37	4	3	0	-7	-0.3	4.1	-3	0.5	2	-5	CCCc1nc2nc(C)c(NS(=O)(=O)c3ccc(C(C)(C)C)cc3)c(=O)n2[nH]1
38	-5	1	0	-1	-0.6	-0.4	-13	-0.1	0	-4	COc1ccc(Cl)cc1NC(=O)NCCN1CCCCC1
39	-2	3	-3	-4	-0.2	-0.9	-10	0.9	5	-12	O=C(CN1C(=O)C2C3C=CC(C3)C2C1=O)NCCc1ccccc1 (centres undefined)
40	-4	3	-2	-1	-0.1	1.1	-15	-0.4	8	-4	O=C(COCc1ccccc1)N[C@@H]1c2ccccc2CC[C@H]1OCc1ccccc1
41	2	2	-8	0	2.9	0.4	6	1.4	5	-10	S=C(NCc1ccc2c(c1)OCO2)NC1CC1
42	-14	10	-1	-1	-0.6	0.2	2	-0.3	2	0	COc1ccc(C(=O)Nc2ccccc2-c2nnn(CC(N)=O)n2)cc1
43	34*	-10	3	-2	-0.6	3.1	15	2.4	-3	-8	CC1(C)CC(=O)C2=C(C1)Nc1ccccc1NC2c1ccccc1F (centres undefined)
44	4	0	-2	-4	-0.2	-0.2	-4	0.5	0	.	CN(C)S(=O)(=O)c1cccc(NC(=O)CNc2cccc(S(=O)(=O)N3CCCCC3)c2)c1
45	4	3	3	-1	0.0	-0.7	11	1.1	-1	10	COc1ccc(NC(=O)CCNC(=O)Cn2cnc3sc4c(c3c2=O)CCCC4)c(OC)c1
46	-3	-3	10	-8	-0.2	0.2	5	0.5	1	1	CCCC/C=C/C(NC(=O)CCc1ccccc1)c1ccccc1 (centres undefined)
47	-6	-1	-1	-1	-0.3	-1.1	3	-0.3	3	-6	CCC(C)(C)NC(=O)CC(c1ccc(OC)cc1)n1cccc1 (centres undefined)
48	2	-2	-2	-2	-0.6	5.0	2	-0.8	4	3	Cc1ccc(S(=O)(=O)N2CCC(C(=O)Nc3ccccc3N3CCCCC3)CC2)cc1
